Source: PubChem BioAssay
MITF primary: human MITF inhibition, primary screen; AlphaScreen MITF homodimerization, bead proximity signal; hit rate 0.91% among 650,000; O75030; inhibition, % at 2.6 µM; in the data active = inhibition above about 50%;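 also: 0% = vehicle wells with protein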
Target sequence (O75030 whole entry, looked up): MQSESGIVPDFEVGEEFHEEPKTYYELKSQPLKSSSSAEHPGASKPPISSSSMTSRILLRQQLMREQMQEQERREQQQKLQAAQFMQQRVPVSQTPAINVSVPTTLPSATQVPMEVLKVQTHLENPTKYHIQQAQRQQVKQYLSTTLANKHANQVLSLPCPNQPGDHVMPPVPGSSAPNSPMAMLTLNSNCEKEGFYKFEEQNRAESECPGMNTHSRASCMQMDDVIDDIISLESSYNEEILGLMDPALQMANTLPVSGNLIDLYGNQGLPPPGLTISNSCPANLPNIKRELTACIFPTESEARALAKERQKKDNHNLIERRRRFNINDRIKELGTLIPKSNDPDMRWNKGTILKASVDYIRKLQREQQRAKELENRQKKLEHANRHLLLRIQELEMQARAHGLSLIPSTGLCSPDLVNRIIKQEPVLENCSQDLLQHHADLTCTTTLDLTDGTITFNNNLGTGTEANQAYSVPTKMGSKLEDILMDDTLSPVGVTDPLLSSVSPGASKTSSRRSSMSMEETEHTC
GPR151 activ: human GPR151 activation. activation, % at 11.2 µM. hit rate 1% among 650,000. PathHunter beta-arrestin GPR151 cells, luminescence. AID 1508602; in the data active = activation above about 4.9%;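 also: 0% = median of compound wells and 100% = cells with positive control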
Target sequence (Q8TDV0 whole entry, looked up): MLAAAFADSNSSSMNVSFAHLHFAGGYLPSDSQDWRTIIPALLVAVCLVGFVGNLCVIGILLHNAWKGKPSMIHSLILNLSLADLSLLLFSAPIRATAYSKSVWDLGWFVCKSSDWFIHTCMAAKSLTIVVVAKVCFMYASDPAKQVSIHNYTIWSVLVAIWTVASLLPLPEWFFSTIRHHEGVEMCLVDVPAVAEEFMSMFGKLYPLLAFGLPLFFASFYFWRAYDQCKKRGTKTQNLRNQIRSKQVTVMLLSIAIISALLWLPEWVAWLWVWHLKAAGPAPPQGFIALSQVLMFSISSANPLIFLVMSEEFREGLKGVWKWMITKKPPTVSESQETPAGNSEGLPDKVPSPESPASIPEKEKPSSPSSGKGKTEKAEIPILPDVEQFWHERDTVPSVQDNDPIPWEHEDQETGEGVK
TEAD-YAP inh: TEAD-YAP interaction inhibition; hit rate 1.4% among 640,000; inhibition, % at 9.12 µM; HEK-TIYL cells, TEAD-Gal4/YAP UAS-luciferase luminescence; AID 1259422; in the data active = inhibition above about 32%;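 also: 0% = median of test compound wells and 100% = reference inhibitor wells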
FBW7 activator: activators of human E3 ligase FBW7; AlphaScreen FBW7–phospho-cyclin E peptide binding, activator screen; hit rate 0.13% among 650,000; normalized activity (activation), % at 26.1 µM; Q969H0; AID 1259310; in the data active = normalized activity above about 1.9%;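 also: purified mutant Fbw7 with reduced substrate affinity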
An asterisk follows results filed as active. Compounds as they come; overall some 3.4% were active at least once.

structure | FBW7 activator | MITF primary | TEAD-YAP inh | GPR151 activ
CC1CN=C(NC(=O)c2cccc([N+](=O)[O-])c2)S1 (stereo not given) | -0.1 | 7.0 | -66.0 | 0.4
Cc1cc(C)n2nc(C(=O)OCC(=O)c3cc(F)ccc3F)nc2n1 | -0.1 | 8.9 | -1.3 | 0.9
CC(=O)NC(CC(C)C)c1nnc2n1CCN(Cc1ccc(-c3ccccc3)cc1)CC2 (stereo not given) | 0.1 | -5.7 | 6.0 | -0.5
COc1ccc(NC(=O)CC(C(=O)O)N2CCOCC2)cc1 (stereo not given) | 0.1 | 6.6 | 0.5 | 0.5
COc1ccc(C(=O)NC2CCCC2)cc1OC | 0.0 | -12.4 | -15.7 | -0.6
CCCOC(=O)NCCOC(=O)N(O)c1ccc(Br)cc1 | 0.1 | 15.2 | 0.2 | -0.6
CNc1oc(-c2ccccc2)nc1S(=O)(=O)c1ccc(Cl)cc1 | 0.1 | -8.3 | 5.0 | -0.3
CC1CCCN(C2=NC(=O)/C(=C\c3ccc(Br)cc3)S2)C1 (stereo not given) | 0.3 | 7.5 | 6.6 | -0.5
CC1S/C(=N/N=C/c2ccccc2Cl)NC1=O (stereo not given) | 0.1 | -0.2 | -24.5 | -2.8
O=c1[nH]c2ccc(S(=O)(=O)N3CCC(O)(c4cccc(C(F)(F)F)c4)CC3)cc2o1 | -0.1 | -2.9 | -6.8 | 0.0
O=S(=O)(c1ccc(Cl)cc1)N(C1CC1)C1CCN(Cc2ccccc2)CC1 | -0.1 | -13.9 | -8.5 | 1.6
O=C(O)CNC(=O)/C(=C\c1ccccc1)NC(=O)c1ccccc1 | 0.0 | 18.0 | 5.9 | 2.9
O=C1CN(C(=O)COC(=O)CNC(=O)c2ccc(Cl)cc2)c2ccccc2N1 | -0.1 | 3.2 | 5.4 | -0.3
Cc1ccc(-c2noc(CNC(=O)COc3ccc(C)c(C)c3)n2)cc1 | 0.5 | 9.8 | 11.3 | 1.2
O=C(NC1CCN(CC(=O)N2c3ccccc3Sc3ccc(Cl)cc32)CC1)C1CC1 | -0.1 | 2.8 | -2.3 | -0.3
Brc1ccc(-c2nc(-c3ccccc3)nc(-c3ccccc3)n2)cc1 | 0.1 | 11.5 | 12.9 | -1.4
O=C(NC(=S)Nc1ccc(-c2nc3ncccc3o2)cc1)c1ccccc1F | 0.5 | 16.1 | 2.8 | -0.3
COc1ccc(CCNC(=O)CCN2C(=S)NC(C)(C)CC2C)cc1OC (stereo not given) | 0.0 | 0.2 | -4.1 | -0.8
COc1cc(NC(=O)COc2ccc(C(C)(C)C)cc2)c(C(=O)O)cc1OC | 0.0 | 7.1 | -22.5 | 0.1
COc1ccccc1C1C(C#N)=C(N)Oc2c1c(C)nn2-c1ccccc1 (stereo not given) | -0.2 | 1.4 | -1.2 | 1.8
Cc1ccccc1NC(=O)c1ccc(C(C)(C)C)cc1 | 0.4 | -11.4 | -53.5 | 0.3
CCN(CC)c1nc(C)cc(COC)c1C#N | 0.4 | 14.4 | 2.5 | -0.2
CCOCCn1c(N2CCN(c3ccccc3)CC2)nc2c1c(=O)n(C)c(=O)n2C | -0.2 | 10.6 | 9.8 | -0.3
CCc1cccc(CC)c1NC(=O)c1cc(S(=O)(=O)N2CCc3ccccc32)ccc1F | 0.2 | 15.1 | 0.4 | 0.0
COc1cccc(C(=O)N(Cc2sccc2C)C2CCS(=O)(=O)C2)c1 (stereo not given) | -0.2 | -4.5 | 2.4 | 0.8
O=C(CSc1n[nH]c(-c2ccncc2)n1)Nc1ccccc1 | 0.1 | 7.0 | 5.2 | 0.0
O=C(CN1Cc2ccccc2OC(c2ccccc2)C1)NCc1ccco1 (stereo not given) | -0.1 | -8.7 | 5.4 | 2.6
CCOC(=O)C1=C(C)N=c2s/c(=C/c3cc(Cl)ccc3O)c(=O)n2C1c1ccc(OC)cc1 (stereo not given) | 0.0 | 3.0 | -4.5 | 1.4
COCCOC(=O)c1c(C)oc2ccc(OCc3ccccc3Cl)cc12 | 0.2 | 6.4 | 1.8 | -0.3
COc1ccccc1OCCNC(=O)c1cc(F)c(F)cc1Cl | -0.2 | -6.6 | -16.3 | -0.6
COc1ccc(C2CC(=O)C3=C(C2)Nc2ccccc2NC3c2ccncc2)cc1 (stereo not given) | -0.8 | 1.4 | 0.5 | -0.7
CCCCc1ccc(NC(=O)C(C)N2C(=O)c3ccccc3C2=O)cc1 (stereo not given) | 0.1 | 13.3 | -4.8 | 0.3
CS(=O)(=O)N(CC(=O)NC1CC1)c1cc(Cl)ccc1Cl | 0.0 | -2.0 | 3.8 | -0.1
CCOC(=O)c1cc(C)sc1NC(=O)CCC(=O)O | 0.7 | 6.2 | -4.3 | 0.5
O=C(NCc1ccco1)c1ccc(N2CC3CC(C2)c2cccc(=O)n2C3)c(NC(=O)c2ccc(Br)o2)c1 (stereo not given) | 0.2 | -8.8 | -12.8 | 1.4
Cc1cccc(-c2nc3cc(NC(=O)c4sc5ccccc5c4Cl)ccc3o2)c1 | 0.0 | 10.0 | 4.3 | -0.1
COc1cc(/C=C/c2nc3cc(Cl)ccc3c(=O)n2-c2cc(F)ccc2C)cc(OC)c1OC | 0.0 | 11.4 | -5.6 | -1.0
N#Cc1ccc(N2C(=O)C3C4C=CC(O4)C3C2=O)cc1 (stereo not given) | -0.1 | -8.7 | 3.2 | 0.8
CCOC(=O)/C(=C(/C)O)c1nc(S(=O)(=O)c2ccc(C)cc2)c(Cl)s1 | -0.1 | -15.6 | 0.0 | 1.6
Cc1cc(OCC(=O)Nc2sc3c(c2C(N)=O)CCCC3)ccc1[N+](=O)[O-] | 0.3 | 7.9 | -0.6 | -0.3
CCC(C)NC(=O)c1cc2nc(-c3ccc(C)cc3)cc(C(F)(F)F)n2n1 (stereo not given) | 1.4 | 12.7 | -5.2 | -0.7
CC1(C)OC2OC(C(=O)Nc3cccc(F)c3)C3OC(C)(C)OC3C2O1 (stereo not given) | -0.2 | -7.9 | 3.0 | 0.0
Cc1cc2c(cc(C(=O)OC(C(=O)NCC3CCCO3)C(C)C)n2C)o1 (stereo not given) | -0.1 | -4.8 | 5.5 | -1.0
CCCC(=O)N/N=C/c1ccc(Br)cc1 | 0.5 | 22.2 | 1.9 | -1.5
CCCN1CCN(C(=O)c2sc3ncn(CC(=O)Nc4cccc(C(F)(F)F)c4)c(=O)c3c2C)CC1 | 0.1 | -0.2 | -1.6 | 0.6
Cc1cc(N2CCN(C3CCCCC3)CC2)n2c(nc3ccccc32)c1C#N | -0.1 | 6.9 | -1.0 | -0.9
COc1ccc(CNC2CCN(c3nc(C)c4cc5c(cc4n3)CCC5)CC2)cc1 | 1.3 | 7.1 | 8.1 | -1.5
CCc1cc2c(=O)c(-c3ccc4c(c3)OCO4)c(C(F)(F)F)oc2c(CN(C)C)c1O | 0.1 | 10.0 | 5.9 | -0.3
CC(=O)Oc1cccc(/C=C2\N=C(c3ccc(-c4ccccc4)cc3)OC2=O)c1 | 0.0 | -3.2 | -5.2 | -0.1
CCOc1cc(/C=C2/NC(=S)NC2=O)ccc1OCc1ccccc1 | -0.1 | 7.7 | 7.8 | 0.1
CC1CCOC2(O1)C(=O)N(CN1CCN(c3cccc(Cl)c3)CC1)c1ccccc12 (stereo not given) | 0.0 | 7.3 | 13.3 | -1.0
COc1cccc(OC)c1C(=O)N=c1sc2c3ccccc3ccc2n1C | -0.1 | 0.2 | 1.3 | -0.5
Cc1ccc(N(CC(N)=O)S(=O)(=O)c2ccccc2)cc1 | 0.1 | 0.2 | 3.0 | 0.5
O=C(O)c1ccc2c(c1)C(=O)N(c1cccc3c1C(=O)N(c1ccccc1)C3=O)C2=O | 0.4 | 2.5 | -4.8 | -1.0
Cc1cc2c(cc(C(=O)OC(C(=O)NC(C)(C)C)c3ccccn3)n2C)s1 (stereo not given) | 0.9 | 19.1 | 1.8 | -1.0
O=C(CSc1ccccc1)Nc1ccc(Br)cc1C(=O)O | -0.1 | 7.3 | 6.0 | -1.8
CC1(C)CC(NC(=O)c2cccc(Br)c2)CC(C)(C)N1 | -0.1 | -2.0 | 5.2 | 0.3
CN(C)CCN(C)Cc1ccccc1O | 0.1 | 6.2 | -0.9 | 2.7
COc1ccc(Cl)cc1NC(=O)c1ccc(C(=O)Nc2cc(Cl)ccc2OC)cc1 | 0.0 | 3.9 | 2.5 | 0.4
O=C(Cc1cc(F)ccc1F)NCC1CCC2(CCN(C(=O)c3ccoc3)CC2)O1 (stereo not given) | 0.5 | 12.8 | 0.7 | 0.0

The final 2 entries of the section above open the next one:
structure | FBW7 activator | MITF primary | TEAD-YAP inh | GPR151 activ
COc1ccc(Cl)cc1NC(=O)c1ccc(C(=O)Nc2cc(Cl)ccc2OC)cc1 | 0.0 | 3.9 | 2.5 | 0.4
O=C(Cc1cc(F)ccc1F)NCC1CCC2(CCN(C(=O)c3ccoc3)CC2)O1 (stereo not given) | 0.5 | 12.8 | 0.7 | 0.0
CC(=O)Nc1ccc(Nc2nc(-c3ccc(N4CCOCC4)nc3)nc3c2ncn3-c2ccsc2)cc1 | 0.0 | 3.7 | 42.8* | -1.6
COc1ccc(CCN(C)C2CCCN(C(=O)CCc3c(C)noc3C)C2)cc1OC (stereo not given) | 0.0 | 7.7 | -4.7 | 0.3
CCc1ccc(C(=O)Nc2nc3ccccc3s2)cc1 | -0.1 | -2.0 | 50.5* | -4.5
CCOC(=O)C1=C(C)N=c2s/c(=C\c3ccc(-c4cc([N+](=O)[O-])ccc4OC)o3)c(=O)n2C1c1ccccc1 (stereo not given) | 0.0 | 11.3 | 10.9 | 0.2
CCC(C)/C(C)=N/NS(=O)(=O)c1ccc(C)c([N+](=O)[O-])c1 (stereo not given) | -0.1 | 2.1 | -3.4 | 0.1
O=S(=O)(c1ccc2ccccc2c1)N1CCN(c2ccc(-c3ccco3)nn2)CC1 | 0.2 | 12.5 | 12.1 | -1.1
COc1ccc(C(c2nnnn2C(C)(C)C)N2CCN(C3CCCC3)CC2)c(OC)c1 (stereo not given) | -0.1 | -8.7 | 1.1 | 1.6
CCCCOC(=O)c1ccc(NC(=O)c2cc(OCC)c(OCC)c(OCC)c2)cc1 | 0.0 | 8.2 | -17.7 | -0.3
COC(=O)C1=C(C)NC2=C(C(=O)CC(c3ccccc3)C2)C1c1ccc(Br)cc1 (stereo not given) | 0.7 | -14.5 | 14.1 | -0.4
Cc1ccc(Cl)cc1NC(=O)c1ccc(N2C(=O)C3CC=CCC3C2=O)cc1 (stereo not given) | 0.8 | 6.6 | -0.9 | 2.4
CC(C)CNS(=O)(=O)c1ccc(CCC(=O)O)cc1 | 0.0 | 3.1 | -3.1 | -0.4
CC(=O)Oc1ccc(N(C(C)=O)S(=O)(=O)c2ccccc2)cc1 | 0.8 | 1.4 | -3.5 | -2.4
Cc1cc(/C=C2\Sc3ccccc3N2C)cc(C)[n+]1CCCn1ccnc1 | -0.3 | -0.6 | -2.6 | -0.9
CCC(=O)N1CCN(c2ccc(NC(C)=O)cc2Cl)CC1 | 0.2 | 2.2 | -6.9 | 0.2
CCOC(=O)c1c(NC(=O)c2ccc([N+](=O)[O-])o2)sc2c1CCN(C(C)C)C2 | -0.1 | 23.6 | 25.5 | -3.0
CCOCN1C(=O)c2cccc3cccc1c23 | 0.4 | -5.4 | 3.7 | 0.4
CCOc1ccc(C(=S)N2CCN(CCO)CC2)cc1 | 0.2 | 13.3 | -0.7 | 0.9
NC(=O)c1ccsc1NC(=O)CSc1ccc(Cl)cc1 | 0.1 | -0.9 | -32.9 | 9.5*
N#Cc1c(NC(=O)c2cccs2)oc2cccnc12 | -0.2 | 14.4 | -2.8 | -0.1
CCOc1cc(C2NC(=O)N(C)C(C)=C2C(=O)OC)cc(Cl)c1OCC (stereo not given) | -0.1 | -7.8 | -0.3 | 0.9
COCCN(Cc1cc2cc3c(cc2[nH]c1=O)OCO3)C(C)=O | -0.3 | 13.1 | 0.1 | -0.1
CC(=O)CSc1nc2c(c(=O)[nH]c(=O)n2C)n1Cc1ccccc1Cl | -0.1 | 8.5 | -3.5 | 0.5
Cc1nn(C)cc1CN(C)S(=O)(=O)c1cccc([N+](=O)[O-])c1 | 0.4 | -6.3 | 6.9 | 3.6

Random excerpt: 5 compounds from above.
structure | FBW7 activator | MITF primary | TEAD-YAP inh | GPR151 activ
COc1ccc(C(c2nnnn2C(C)(C)C)N2CCN(C3CCCC3)CC2)c(OC)c1 (stereo not given) | -0.1 | -8.7 | 1.1 | 1.6
COCCOC(=O)c1c(C)oc2ccc(OCc3ccccc3Cl)cc12 | 0.2 | 6.4 | 1.8 | -0.3
Cc1ccc(-c2noc(CNC(=O)COc3ccc(C)c(C)c3)n2)cc1 | 0.5 | 9.8 | 11.3 | 1.2
Cc1cc(/C=C2\Sc3ccccc3N2C)cc(C)[n+]1CCCn1ccnc1 | -0.3 | -0.6 | -2.6 | -0.9
CCC(=O)N1CCN(c2ccc(NC(C)=O)cc2Cl)CC1 | 0.2 | 2.2 | -6.9 | 0.2
